Rtt109 Vps75 = inhibitors of C. albicans Rtt109/Vps75 HAT, primary screen, biochemical, ThioGlo CoA-SH fluorescence, plate reader | AID 540336, 2011 | inhibition, % at 34.9 µM | purified Rtt109/Vps75, 4 h | 0.16% of 330,000 active;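 active = inhibition of at least 50% in every replicate; inconclusive = best replicate reaches 50% inhibition but some replicates fall short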
Target sequence (Q5AAJ8 whole entry, looked up): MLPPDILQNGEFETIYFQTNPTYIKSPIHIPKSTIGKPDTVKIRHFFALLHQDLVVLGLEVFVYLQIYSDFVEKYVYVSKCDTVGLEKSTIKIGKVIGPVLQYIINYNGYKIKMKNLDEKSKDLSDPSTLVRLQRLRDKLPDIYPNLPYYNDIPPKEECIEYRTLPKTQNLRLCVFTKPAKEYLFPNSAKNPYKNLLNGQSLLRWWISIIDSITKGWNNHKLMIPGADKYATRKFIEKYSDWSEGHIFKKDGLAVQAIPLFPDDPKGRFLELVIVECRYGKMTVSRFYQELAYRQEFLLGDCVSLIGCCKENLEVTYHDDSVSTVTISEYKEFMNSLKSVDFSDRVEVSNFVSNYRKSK
CAL PDZ FP-1 = untagged CAL PDZ binding inhibitors, primary screen, biochemical, fluorescence polarization, HTS. Golgi-associated PDZ and coiled-coil motif-containing protein (Homo sapiens), Q9HD26. purified CAL PDZ, TMR-peptide fluorescence polarization, 1 h. inhibition, % at 24.9 µM. 0.92% of 300,000 active. AID 602252, 2012;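 active = mean inhibition of at least 30% with at least half of replicates also reaching 30%; inconclusive = no clear call, values can overlap the other calls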;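 also: 0% = DMSO neutral control and 100% = excess unlabeled competitor peptide PRC23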
PfHsp90 set2 = growth inhibition of PfHsp90-expressing yeast, primary screen, antimalarial PfHsp90 inhibitor project, S. cerevisiae, BacTiter-Glo luminescence, single point, set 2; BacTiter-Glo ATP, 48 h; yeast lacking PDR1 and PDR3 efflux regulators; inhibition, % at 9.4 µM; 0.32% of 310,000 active;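 active = every replicate shows inhibition above about 80%, whatever the replicate mean, limit read from the data; inconclusive = mean inhibition reaches the set limit but some replicate falls short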;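 also: 0% = DMSO neutral controls and 100% = 20 µM radicicol positive controls; yeast relying on Plasmodium falciparum Hsp90 in place of its own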
SR-BI DiI inh = inhibitors of SR-BI mediated HDL lipid uptake, primary screen, ldlA[mSR-BI] cells, fluorescence, single point | Scavenger receptor class B member 1 (Mus musculus), Q61009 | ldlA[mSR-BI] CHO cells, DiI-HDL uptake fluorescence, 3 h | inhibition, % at 12.5 µM | 0.96% of 320,000 active | AID 488896, 2010;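 active = mean replicate inhibition of at least 70% and a set share of replicates each scoring 70 or more; inconclusive = meets just one of the two criteria; inactive = fails both criteria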;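 also: 0% = median of neutral control wells and 100% = median of positive control wells; values of inactives mirror those of a sister screen read the other way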
Target sequence (Q61009 whole entry, looked up): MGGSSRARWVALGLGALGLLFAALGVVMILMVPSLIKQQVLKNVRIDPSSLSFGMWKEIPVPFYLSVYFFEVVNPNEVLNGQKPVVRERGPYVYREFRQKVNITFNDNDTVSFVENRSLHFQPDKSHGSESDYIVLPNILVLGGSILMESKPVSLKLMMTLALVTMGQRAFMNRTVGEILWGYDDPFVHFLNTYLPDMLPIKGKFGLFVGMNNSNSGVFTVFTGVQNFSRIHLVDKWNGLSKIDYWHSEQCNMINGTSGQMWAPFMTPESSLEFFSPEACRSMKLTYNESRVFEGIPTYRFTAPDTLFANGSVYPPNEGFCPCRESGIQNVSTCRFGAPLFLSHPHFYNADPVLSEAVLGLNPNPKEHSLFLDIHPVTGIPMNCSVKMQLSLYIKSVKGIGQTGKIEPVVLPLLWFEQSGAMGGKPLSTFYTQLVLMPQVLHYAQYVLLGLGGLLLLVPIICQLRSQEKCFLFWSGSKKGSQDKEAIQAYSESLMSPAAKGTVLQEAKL
NSD2 HMT inh = NSD2 histone methyltransferase inhibitors, primary screen, biochemical, AlphaScreen, single concentration, set 2; Histone-lysine N-methyltransferase NSD2 (Homo sapiens), O96028; NSD2 peptide methylation, 120 min; inhibition, % at 12.5 µM; 0.54% of 310,000 active; AID 743445, 2014; in the data active = inhibition above about 50%
SR-BI DiI-HDL act = activators of SR-BI mediated DiI-HDL uptake, primary screen, ldlA[mSR-BI] CHO cells, DiI fluorescence. 3 h; 100 = double the neutral-control signal. activation, % at 12.5 µM. 0.096% of 320,000 active. AID 504775, 2011;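 active = mean replicate activation of at least 60% and every replicate at or above 60%; inconclusive = mean or all-replicate condition met, but not both; inactive = mean below 60% and not all replicates reaching 60%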;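 also: 0% = median plate neutral-control signal and 100% = twice that signal; values of inactives mirror those of a sister screen read the other way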
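Test system: SR-BI-overexpressing, LDLR-lacking CHO cells. Measured by: DiI fluorescence, bottom read. Medium: Ham's F12 with 0.5% BSA, HEPES 25 mM, pH 7.4. Timing: 3 h uptake period with compound, 37 °C.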
dFosB activator = activators of delta FosB homodimer, primary screen, biochemical, fluorescence polarization, TAMRA-CDK5 oligo, single point | AID 493131, 2011 | purified delta FosB; percent of positive-control signal above neutral wells | 0.99% of 340,000 active | Protein FosB (Mus musculus), P13346 | activation, % at 25 µM;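 active = mean activation above about 17%, with every replicate also reaching it, limit read from the data, passing the limit was not always enough; inconclusive = only one of the two conditions met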;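 also: fluorescence polarization rise as delta FosB binds a TAMRA Cdk5 AP-1 oligo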
CAL PDZ FP-2 = CAL PDZ peptide-binding inhibitors, primary screen, biochemical, fluorescence polarization, Cer-tagged CAL PDZ, HTS; Golgi-associated PDZ and coiled-coil motif-containing protein (Homo sapiens), Q9HD26; purified CAL PDZ, TMR-peptide fluorescence polarization, 1 h; inhibition, % at 20 µM; 0.02% of 330,000 active; AID 504414, 2011;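 active = highest replicate inhibition of at least 40%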;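 also: plate controls were DMSO neutral control wells for no effect and unlabeled competitor peptide control wells for full effect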
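Material – purified CerCALP PDZ construct · Detection – FP readout, S and P plane fluorescence · Measure – percent inhibition from loss of millipolarization · Controls – unlabelled peptide for full inhibition, DMSO wells as neutral · Probe or stimulus – TMR-labelled reporter peptide T*-PRC34 bound in PDZ groove · Times – 1 h at RT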
MITF TRPM1 HTS = activators of MITF-driven TRPM1 promoter reporter, primary screen, cell-based, SK-MEL-5, luciferase, single point. 0.75% of 300,000 active. activation, % at 12.5 µM. SK-MEL-5 TRPM1-promoter luciferase, 24 h; % of positive control, neutral wells = 0;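 active = mean activation of at least 80% with every replicate also reaching 80%; inconclusive = mean reaches 80% but some replicate falls short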;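 also: 0% = neutral control wells and 100% = parthenolide positive control wells; values of inactives mirror those of a sister screen read the other way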
PvdQ acylase = P. aeruginosa PvdQ acylase inhibitors, primary screen, biochemical, fluorescence, plate reader and imaging, single point; PvdQ acylase [Pseudomonas aeruginosa LESB58]; 0.063% of 340,000 active; inhibition, % at 10 µM; purified PvdQ acylase; in the data active = inhibition above about 30%, passing the limit was not always enough; inconclusive = no clear call, values can overlap the other calls;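 also: 0% = vehicle neutral wells and 100% = reference inhibitor wells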
* marks the source's active call; other numbers are inactive results; ? = inconclusive; . = no result given.

Below each compound – SR-BI DiI inh, CAL PDZ FP-1, MITF TRPM1 HTS, CAL PDZ FP-2, dFosB activator, Rtt109 Vps75, SR-BI DiI-HDL act, PvdQ acylase, NSD2 HMT inh, PfHsp90 set2
> COc1ccc(/C=C2/SC(=S)N(CCCC(=O)Nc3cccc(O)c3)C2=O)cc1
→ -5, 5, -7, -3.1, -17, 8, 5, 13, 3, -14
> C(=N/N1CCN(c2ccccc2)CC1)/c1cccs1
→ -14, ., 72, -1.6, -2, 4, 14, -4, 2, 12
> Cc1nc(SCC(=O)NC(C)(C#N)C2CC2)c2c(-c3cccs3)csc2n1 (configuration not stated)
→ 8, -1, -2, -3.3, -12, 9, -8, -3, 41, 16
> O=S(=O)(Nc1ccccn1)c1ccc(Oc2ccccc2)cc1
→ -8, -7, -2, -0.4, -7, 16, 8, -14, -1, 23
> NS(=O)(=O)c1cccc(NC(=O)CSc2nc3ccccc3c(=O)n2Cc2ccco2)c1
→ 4, 0, -9, -2.0, -11, 4, -4, 3, 1, -1
> COc1ccc2cc([C@H](C)C(=O)N(C)Cc3ccccc3N3CCCC3)ccc2c1
→ ., -3, -14, -1.6, 6, 8, ., -3, 9, 12
> CN1CCN(c2ccccc2NC(=O)COc2ccc(Cl)cc2)CC1
→ -1, ., 27, 0.3, 0, 0, 1, -16, 0, 3
> O=C(c1ccc(Cl)c(S(=O)(=O)N2CCCCC2)c1)N1CCCCCC1
→ 41, ., -4, -0.2, -6, -3, ., -5, -1, 15
> C=CCn1c(-c2ccc(S(=O)(=O)N3CCOCC3)cc2)csc1=Nc1ccccc1
→ 25, -3, 6, -1.2, -13, 0, -25, -13, 3, -5
> CC(=O)c1cccc(NC(=O)C(C)OC(=O)c2cc(=O)[nH]c3ccccc23)c1 (configuration not stated)
→ -19, -4, -12, -3.5, 1, -9, 19, -11, 4, .
> COC1CCN(C(=O)c2ccc(OC3CCN(Cc4ccccn4)CC3)cc2)CC1
→ 20, -5, 12, -2.6, -7, -12, 1, -12, -3, 18
> Cc1ccccc1-c1nc(CS(=O)CC(=O)NC(C)CCc2ccccc2)c(C)o1 (configuration not stated)
→ -13, 0, ., -1.7, -5, 21, 13, -1, ., -2
> CCSc1ccccc1C(=O)N1CCN(c2ccc([N+](=O)[O-])cc2)CC1
→ 24, ., -16, -0.6, -14, 5, -24, 1, 2, -25
> CN1CCN(S(=O)(=O)c2cccc(C(=O)N3CCN(c4ccccc4F)CC3)c2)CC1
→ -3, 2, 5, -0.3, -2, 2, 3, -16, 1, 34
> C/C(CCC(=O)O)=N/Nc1ccc([N+](=O)[O-])cc1[N+](=O)[O-]
→ -2, -3, -3, -1.5, -1, 37, 2, 2, 2, -25
> O=C(Cn1nnc(-c2ccccc2F)n1)NCCc1ccccc1
→ 4, ., 5, 0.2, -13, -6, -4, -8, ., 4
> CN(C)c1ccc(NC(=O)c2ccc3nc[nH]c3c2)cc1
→ -17, -5, 71, -1.0, 6, 0, 17, 10, 5, 8
> O=C(COC(=O)CCCN1C(=O)c2cccc3cccc(c23)C1=O)Nc1ccc(Cl)cc1
→ 31, -4, -4, -4.0, -13, -4, -31, 7, -2, -13
> CC(=O)Nc1cc(C)nn1-c1nc2ccccc2s1
→ 14, 1, -15, -0.6, -6, 1, -14, -20, -3, .
> O=C(NCCc1csc(-c2cccnc2)n1)c1ccco1
→ -11, ., ., -0.3, -12, -1, 11, -12, ., -9
> CC(=O)c1ccc(N2CCN(S(=O)(=O)c3ccc(-c4cnc(C5CC5)o4)cc3)CC2)cc1
→ 6, ., -39, 1.3, -2, 0, -6, -3, 0, -12
> COc1ccc(C(=O)N/C(=C\c2cn(C)c3ccccc23)C(=O)N2CCN(C)CC2)cc1OC
→ 3, 1, 2, 0.2, -7, 16, -3, 5, 6, 15
> COc1ccc(N2CCN(C(=O)CSc3ccc([N+](=O)[O-])cc3)CC2)cc1
→ 10, 0, 2, -1.4, -4, -3, -10, 5, 1, -4
> O=C(CN1CCN(c2ncc(C(F)(F)F)cc2Cl)CC1)NC(=O)NCc1ccccc1
→ 5, -5, 16, -2.2, -1, -13, -5, -19, -6, 9
> Cc1ccnc(NS(=O)(=O)c2ccc(NC(=O)Cc3c(F)cccc3Cl)cc2)n1
→ -28, -2, ., -0.8, 2, 3, 28, -9, 0, 3
> COc1cc(/C=C/C(=O)OC(C)C(=O)Nc2c(C)n(C)n(-c3ccccc3)c2=O)ccc1OCC#N (configuration not stated)
→ 1, 4, 3, -0.9, -4, 1, -1, 0, -2, 14
> CC(C)(C)S(=O)N1Cc2cc(CO)cc(-c3ccccc3)c2[C@H]1CCO (some centres not stated)
→ -20, -3, 9, -0.8, -3, -1, 20, -12, ., -9
> O=C(CNS(=O)(=O)c1ccc(Br)cc1)N1CCOCC1
→ -6, ., 5, 0.7, 0, 4, 6, -14, -2, .
> CCOC(=O)C1=C(C)N(C)C(=S)NC1c1c(OCC)ccc2ccccc12 (configuration not stated)
→ -9, -3, -26, -0.3, -5, 1, 9, 5, ., .
> Oc1ccc(-c2cn3ccccc3n2)cc1O
→ -1, -1, 64, 0.4, -1, -2, 1, -2, 4, -3
> Cc1cc2nc(N)sc2cc1[N+](=O)[O-]
→ -3, 0, 15, 0.4, -1, 5, 3, -1, 1, -48
> CC(C)(C)OC(=O)CNC(=O)c1[nH]cnc1C(=O)NC(c1ccccc1)c1ccccc1
→ -11, 2, 4, -3.9, -13, -5, 11, -14, ., .
> CCc1cc2ccc(OC)cc2nc1SCC(=O)N1CCN(C(=O)c2ccco2)CC1
→ 32, -6, 0, -1.8, -28, 8, -32, -10, ., -43
> COc1cnc(SC(C)C)[nH]c1=O
→ -6, -5, -6, 0.3, -6, -4, 6, -7, -5, -71
> COc1ccc(C2CC(C(F)(F)F)n3nc(C(=O)NCc4cn(C)nc4C)c(Cl)c3N2)cc1 (configuration not stated)
→ 37, -3, -5, -0.8, -5, 4, -37, 2, -1, 2
> CC(=O)c1c(C)n(-c2ccccc2Br)c2ccc(O)cc12
→ 24, -2, 9, ., 3, 1, -24, -4, 0, 28
> CCSc1ncc(Cl)c(C(=O)Nc2ccc(S(N)(=O)=O)cc2)n1
→ 19, -7, -17, ., -6, -10, -19, -4, 13, -20
> CC(C)[C@H](NC(=O)C1CCN(S(=O)(=O)c2ccccc2)CC1)C(=O)NCc1ccc(F)cc1
→ 19, -1, 0, -2.5, -2, -2, -19, -3, -3, -7
> Cc1ccc(S(=O)(=O)N2CCOC23CCN(C(=O)c2ccc(Cl)cc2Cl)CC3)cc1
→ 13, -2, -15, -2.1, -2, -12, -13, 2, -1, -2
> COc1cccc(CN(CCC(C)C)S(=O)(=O)c2cc(Br)ccc2Br)c1
→ 33, -1, 8, -0.3, 6, -4, -33, -7, ., -5
> Cc1ccc(S(=O)(=O)N(C)Cc2cc3cc(C)ccc3[nH]c2=O)cc1
→ -11, 0, -19, -1.8, -13, -9, 11, -4, ., 19
> O=C(CCCN1C(=O)c2ccccc2C1=O)NCCc1ccc(OC(F)F)cc1
→ 3, -3, 0, -0.1, -2, -15, -3, -10, -6, -25
> C[C@@H](C(=O)NCc1ccccc1)[C@@H]1C[C@@]1(C)[C@@H](NC(=O)OCc1ccccc1)c1ccccc1
→ 7, 0, 8, -6.1, -3, -1, -7, -20, ., .
> C/C(=N\Nc1nc2ccccc2c(=O)n1O)c1ccco1
→ -3, 3, ., 2.2, 0, -1, 3, -14, -3, -3
> COc1ccc(CNC(=O)COC(=O)c2ccc(OCC3CCCO3)cc2)cc1 (configuration not stated)
→ -28, -3, ., -0.7, 6, -4, 28, -17, 0, -10
> COc1ccc(C)cc1Nc1n[n+](C)c(-c2c3ccccc3cc3ccccc23)s1
→ 1, -2, 26, -0.1, 3, -1, -1, 0, ., -23
> Cc1ccc2c(c1)COc1c3ccc(C(=O)N4CCOCC4)cc3nn1-2
→ 28, -1, ?, -2.8, 4, 0, -28, 1, ., 16
> CC1CCCCN1CC(O)COCc1ccc(Cl)cc1 (configuration not stated)
→ ., ., -12, 1.0, -2, -6, ., -13, 5, -22
> O=C(NCc1ccccc1)/C(=C/c1cccc([N+](=O)[O-])c1)NC(=O)c1ccco1
→ ., -1, ., -3.3, -1, -6, ., 2, -1, 12
> Cc1cc(C)c(C#N)c(SC(F)F)n1
→ 16, -3, ., 0.7, 1, 2, -16, -1, -2, -5
> Cc1cc(/C=N/N2CCN(C)CC2)c(C)n1-c1ccccc1F
→ -12, 4, 16, 0.8, -19, 19, 12, 3, 4, -22
> O=C(O)c1cccc(-n2c(O)c(C=C3N=c4ccccc4=N3)sc2=S)c1
→ ., -4, -25, -3.0, 0, 18, ., 14, ., -9
> CN(NC(N)=O)c1ncc(C(F)(F)F)cc1Cl
→ 0, 5, ., -3.8, 3, ., 0, 8, -1, 6
> Cc1ccc2c(c1)N(CC(=O)NCCCN1CCCC1)C(=O)CO2
→ ., -4, -12, -2.2, -7, 7, ., -14, 1, -31
> Cc1cccc(C)c1NC(=O)COC(=O)c1cccc2c1C(=O)c1ccccc1C2=O
→ 11, -8, -3, -0.6, 11, 3, -11, 15, -2, -11
> O=C(c1ccco1)N1CCCC(c2nc3c(nnn3Cc3ccc(F)cc3)c(=O)[nH]2)C1 (configuration not stated)
→ -22, 0, -1, -0.6, -3, -5, 22, -2, 0, 6
> COc1ccc(C(C(=O)NC2CCCC2)N(C(=O)c2snc(C(N)=O)c2N)c2cc(C)ccc2OC)cc1OC (configuration not stated)
→ 7, -2, -3, -2.6, -15, -5, -7, -13, -4, -9
> O=C(COCc1ccccc1)N[C@@H](Cc1ccc(O)cc1)C(=O)O
→ 5, -1, ., 0.3, 2, 0, -5, 0, ., 10
> Cc1ccccc1NS(=O)(=O)c1cc(C(=O)Nc2cccc(N(C)S(C)(=O)=O)c2)ccc1C
→ 71*, -4, -9, -3.0, -7, 11, -71, -5, -2, -12
> COc1cc(CC(=O)OCC(=O)NCC(C)C)cc(OC)c1OC
→ -16, ., 16, 0.2, 0, -2, 16, -9, -2, 7
